# Screening results as filed in PubChem.
# mcGAS MS inh: mouse cGAS inhibition by mass spec | inhibition, % at 12.5 µM | recombinant mouse cGAS, cGAMP by RapidFire MS | AID 1259397 | hit rate 0.18% among 130,000;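 active means inhibition of cGAS enzyme activity at or above 60%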;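 further: enzyme stimulated by 45 bp dsDNA with ATP and GTP substrates; cGAMP share of summed cGAMP plus half ATP and half GTP signals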
# Target sequence (Q8C6L5 whole entry, looked up): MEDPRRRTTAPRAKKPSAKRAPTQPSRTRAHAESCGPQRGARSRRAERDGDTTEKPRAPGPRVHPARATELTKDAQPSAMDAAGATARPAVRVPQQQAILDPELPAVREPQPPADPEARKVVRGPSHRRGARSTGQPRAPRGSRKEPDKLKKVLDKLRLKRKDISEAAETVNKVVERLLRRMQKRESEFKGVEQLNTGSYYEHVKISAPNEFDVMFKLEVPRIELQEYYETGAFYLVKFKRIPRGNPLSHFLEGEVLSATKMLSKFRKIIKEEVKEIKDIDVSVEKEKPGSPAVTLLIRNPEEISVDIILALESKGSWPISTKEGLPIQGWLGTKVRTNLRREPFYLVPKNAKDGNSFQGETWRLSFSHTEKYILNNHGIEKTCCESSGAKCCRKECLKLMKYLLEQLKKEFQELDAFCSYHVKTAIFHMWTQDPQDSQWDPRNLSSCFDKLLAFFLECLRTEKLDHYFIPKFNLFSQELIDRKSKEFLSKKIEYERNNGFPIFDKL
# Active calls of the source: *; & = joins results of further samples. This is a subset (hit frequency here may not be typical).
# A first look, four compounds:
SMILES,mcGAS MS inh
CCCCCn1c(=NC(C)=O)c(C#N)cc2c(=O)n3ccccc3nc21,-7.4
O=C(CSc1nnc(NC2CCCCC2)s1)NCC(F)(F)F,-7.7
O=c1[nH]c(-c2ccc(CN3CCCC3c3nccs3)cc2)nc2c1CNCC2 (configuration not stated),3.3
O=C(O)c1cc(S(=O)(=O)Nc2cccc(OC(F)F)c2)cc(F)c1F,2.4

# The listing, previewed entries included:
SMILES,mcGAS MS inh
CCCCCn1c(=NC(C)=O)c(C#N)cc2c(=O)n3ccccc3nc21,-7.4
O=C(CSc1nnc(NC2CCCCC2)s1)NCC(F)(F)F,-7.7
O=c1[nH]c(-c2ccc(CN3CCCC3c3nccs3)cc2)nc2c1CNCC2 (configuration not stated),3.3
O=C(O)c1cc(S(=O)(=O)Nc2cccc(OC(F)F)c2)cc(F)c1F,2.4
Cc1ccccc1-n1ncc(C(C)NC(=O)Cc2ccc3c(c2)OCO3)c1C (configuration not stated),4.8
COc1cccc(NC(=O)CSc2nc(=O)n3cccc(C)c3n2)c1,0.1
COC(=O)c1sccc1S(=O)(=O)Nc1ccccc1F,-2.6
Cc1cccc(-n2cc(CN3CCCN(C(=O)C4CCC4)CC3)cn2)c1,-13.9
NC(=O)C1(NS(=O)(=O)c2cc(Cl)cc(Cl)c2)CC1,-1.2
COCc1[nH]n2c(=O)c(Cl)c(C)nc2c1-c1ccc(OC)cc1,3.1
Cc1nn(-c2ccccc2)c2ncc(C(=O)N3CCN(c4ccc(F)cc4)CC3)c(Cl)c12,-11.7
CC1CC(C)CN(C(=O)c2ccccc2NC(=O)CNC(=O)Cc2ccccc2)C1 (configuration not stated),-12.7
NC(=O)c1cnc2n1CCN(C(=O)CN1CCC(c3ccccc3)C1)C2 (configuration not stated),-17.5
Cc1nn2c3ccccc3n(Cc3ccccc3)c2nc1=O,-5.1
CCCCCCCC=NNC(N)=S,-9.4
CC(C)(C)n1ncc2c(=O)n(NC(=O)c3cccc4ccccc34)cnc21,-8.4
Cc1ccc(-c2csc3c2c(=O)[nH]c2c(-c4ccccc4)c(O)cn23)o1,10.0
Cc1ccc2nc(COC(=O)c3ccc(C)s3)cc(=O)n2c1,-3.3
Cc1ccc(C(C[N+](=O)[O-])c2c(C)[nH]n(-c3ccccc3)c2=O)cc1 (configuration not stated),5.5
Oc1cccc(C=NN=C(c2ccccc2)c2ccccc2)c1,-9.0
CCOc1ccccc1/C=C(/NC(=O)C1CCCCC1)C(=O)O,0.0
COCCNS(=O)(=O)c1cccc2nsnc12,-3.8
CN(C)c1ccc(CN(C)S(=O)(=O)Cc2ccccc2)cc1,-0.8
Cc1nc(CNC(=O)C(C)CCOc2ccccc2)nc2ccccc12 (configuration not stated),-9.0
NC(=O)COC(=O)C12CCC(=O)N1c1cc(Cl)ccc1S2 (configuration not stated),0.9
CCc1cn[nH]c1C1CCN(C(=O)c2cc3ncc(CCO)cn3n2)CC1,-18.1
CCNc1nc(N)c(C(=C(C#N)C#N)c2ccc(Br)cc2)s1,5.8
CCOCCCNC(=O)c1cc(S(=O)(=O)N2CCCCC2)ccc1N1CCCC1,0.7
COc1ccc(Br)cc1CNC(=O)c1c(C)noc1C,-17.4
Brc1cc(CNCc2nnc3n2CCCCC3)cc2c1OCO2,-2.5
Cc1nnc(SC(C)c2ccc(F)c(Cl)c2)n1CC(=O)N(C)C (configuration not stated),-2.8
Cc1c2c(=O)n(-c3ccccc3)[nH]c2cc(=O)n1Cc1ccc2c(c1)OCO2,-2.4
CC1Sc2ccc(S(C)(=O)=O)cc2N(Cc2ccc3ccccc3c2)C1=O (configuration not stated),-2.4
N#CC1(C(=O)Nc2nc(-c3cccc(C(F)(F)F)c3)cs2)CCCC1,-1.5
COc1ccccc1C(=O)OCc1cc(-c2cc3ccccc3o2)on1,-7.5
CCn1nc(C)c(CCNC(=O)c2cccc(C3CCNC3)c2)c1C (configuration not stated),-2.4
CCNC(=O)N(Cc1cccnc1)Cc1ccccc1C,0.9
CS(=O)(=O)Nc1ccccc1C1=NN(C(=O)c2cccs2)C(c2ccccc2F)C1 (configuration not stated),-4.9
Cc1[nH]n(-c2ccccc2)c(=O)c1C(C[N+](=O)[O-])c1cccc(Br)c1 (configuration not stated),-4.2
Fc1ccc(-c2csc3ncnc(Sc4nnnn4C4CC4)c23)cc1,-8.4
O=C(NC[C@H]1CCCC[C@H]1O)C1(Oc2cccc3ncccc23)CCNCC1,0.9
COCC(=O)N1CCCC(C(=O)Nc2cccc(-c3cccc(C)c3)c2)C1 (configuration not stated),-9.0
Cc1ccc(S(=O)(=O)N2CCCCC2)cc1NC(=O)Cn1[nH]c(=O)c2ccccc2c1=O,-6.2
CCCS(=O)(=O)NCC(C)Cc1cccs1 (configuration not stated),-2.5
CC(=O)NC1CCCN(C(=O)c2csc(-c3ccco3)n2)C1 (configuration not stated),-8.1
CN(c1ccccc1)S(=O)(=O)c1cccc(NS(=O)(=O)c2ccc3c(c2)OCCO3)c1,16.7
C=CCn1c(=S)[nH]c2ccc(Cl)cc2c1=O,4.3
Nc1cc(-c2ccc(-c3ccn[nH]3)cc2)nc(N2CCOCC2)n1,-3.4
Cc1cccc(NC(=O)Cn2nc(C3CC3)c3cnn(-c4ccccc4)c3c2=O)c1,-6.8
N#CC1C(=N)C(C#N)(C#N)[C@@H](c2ccccc2)[C@@H]2CCCC=C12 (some centres not stated),7.1
CC(CCc1ccccc1)NC(=O)c1cc(=O)c(OCc2ccc(F)cc2)co1 (configuration not stated),-2.8
CCOC(=O)N1CCN(C(=O)CSc2cc(-c3ccccc3)ncn2)CC1,-4.7
Cc1ccc(F)c(S(=O)(=O)NC(=O)C2(C)CCN2C(=O)c2ccc(C3CCCCC3)cc2)c1 (configuration not stated),-6.7
CN(C)c1nc2nonc2nc1NCCc1cnn(-c2ccccc2)c1,-7.2&0.0
C=CCn1c(=O)c2c(OCC)c(CC)cnc2n(C)c1=O,-2.9
O=S(=O)(c1ccc(Cl)c(C(F)(F)F)c1)N1c2cccc3cccc(c23)S1(=O)=O,-9.6
NC(=O)Cn1nc(C2CC2)c2cnn(-c3cccc(Cl)c3)c2c1=O,-6.0
Cc1ccc(-c2csc(NC(=O)CN3C(=O)NC(C)(C4CC4)C3=O)n2)s1 (configuration not stated),-5.3
Cn1cc(CN2CCC(CO)(Cc3ccccc3Cl)CC2)cn1,-5.6
COc1ccc(CCN(C)C2CCCN(C(=O)/C=C/c3cnc[nH]3)C2)cc1OC (configuration not stated),-6.0

# Following part
SMILES,mcGAS MS inh
COc1cc(O)ccc1C(C)=O,-5.6
CCOC(=O)C1CCN(C(c2ccccn2)c2c(O)cc(C)n(CC)c2=O)CC1 (configuration not stated),-8.1
CCN1CCN(C(=O)c2cc(COc3ccc(F)cc3F)on2)[C@@H](C)C1=O,-4.4
CCOc1cc2nc3c4ccccc4n(CC(C)C)c3nc2cc1OCC,-5.2
COC(=O)c1sccc1NC(=O)COc1cccc(F)c1,-3.7
Cn1ccc2c(-c3cncnc3)ccnc21,-31.2
O=C(CCl)N(CCc1ccccc1)CCc1ccccc1,-2.8
Cc1ccc2nc(C)c(NC(=O)CCC3CCCCC3)c(=O)n2c1,-8.9
COc1ccc(NC(=O)C2(C#N)CCCCC2)cc1Cl,-5.1
Cc1cc(NCc2cc(=O)n3ccsc3n2)ccc1Br,-1.2
CC1(C)C2CCC1(C)C(NC(=O)Cc1csc(-c3cccnc3)n1)C2 (configuration not stated),-10.5
O=C(NN1C(=O)CSC1=S)c1ccc(OC(F)F)cc1,4.5
CC(=O)N1CCn2nc(C(=O)N(Cc3ccccc3C)CC3CCCO3)cc2C1 (configuration not stated),-18.3
O=[N+](Cc1ccccc1)NOCON[N+](=O)Cc1ccccc1,-18.2
O=C(CN1C(=O)CCC1=O)Nc1c2c(nn1-c1ccccc1)CCC2,-4.7
Cn1c(=O)c([N+](=O)[O-])c(N2CCN(C3CCCC3)CC2)c2ccccc21,-3.7
CC1(C(=O)NCc2cccs2)CCN1Cc1ccc(-c2ccccn2)cc1 (configuration not stated),-7.2
Cc1cc(C)c(S(=O)(=O)Nc2ccc(-c3cn4ccc(C)nc4n3)cc2)c(C)c1,-25.3
Clc1ccc(C2CN(Cc3cc(-c4ccccn4)no3)CCO2)cc1Cl (configuration not stated),3.1
CNc1cccc(-c2ccc(OC)nc2)n1,-7.0

# Quoted at random: two records from the list
SMILES,mcGAS MS inh
O=C(CN1C(=O)CCC1=O)Nc1c2c(nn1-c1ccccc1)CCC2,-4.7
O=C(O)c1cc(S(=O)(=O)Nc2cccc(OC(F)F)c2)cc(F)c1F,2.4

# Six of the entries above in order of their number in mcGAS MS inh, rising:
SMILES,mcGAS MS inh
Cc1ccc2nc(C)c(NC(=O)CCC3CCCCC3)c(=O)n2c1,-8.9
CNc1cccc(-c2ccc(OC)nc2)n1,-7.0
COc1cc(O)ccc1C(C)=O,-5.6
CCOc1cc2nc3c4ccccc4n(CC(C)C)c3nc2cc1OCC,-5.2
COC(=O)c1sccc1NC(=O)COc1cccc(F)c1,-3.7
Cc1cc(NCc2cc(=O)n3ccsc3n2)ccc1Br,-1.2

# More results
SMILES,mcGAS MS inh
CCCS(=O)(=O)NCC1CN(c2ccccc2)C(=O)O1 (configuration not stated),2.9
COc1ccc(Nc2nc(N3CCN(Cc4ccccc4)CC3)nc(N)c2[N+](=O)[O-])cc1,-10.3
CCCCC(=O)Nc1c(C)nc2ccc(Cl)cn2c1=O,-11.5
COc1ccc2c(-c3ccccc3)cc(SCCC#N)nc2c1,5.7
CCc1nnc(NC(=O)COc2cccc3c2OC(C)(C)C3)s1,6.5
Cc1ncc(CN2CCN(c3nnc(C(F)(F)F)s3)CC2)[nH]1,-8.1
CSc1ccc(Cn2c(C)c(C(=O)NCCN(C)C)sc2=O)cc1,-4.4
CC(=O)c1cccc(NS(=O)(=O)c2ccc(N/C=C\C(=O)c3ccc4c(c3)OCO4)cc2)c1,-3.5
Cc1ccc(-c2nnc(SCC(=O)c3cccc(N4CCCC4=O)c3)o2)cc1,1.6
Cc1ccc(-c2cn[nH]c2C2CCCN(C(=O)c3n[nH]c4c3CCC4)C2)cc1 (configuration not stated),-5.0
Cc1nccc(C(=O)Nc2cccc(OC(F)(F)F)c2)n1,-29.9&-4.4
O=C(Nc1nccs1)c1ccc(Br)o1,-31.5
CS(=O)(=O)CCC(NS(=O)(=O)/C=C/c1ccccc1)C(=O)NCc1nc2ccccc2s1 (configuration not stated),-5.5
Cc1ccc(-n2ncc3c(=O)n(NC(=O)CCC4CCCCC4)cnc32)cc1C,0.3
Cc1ccc(NC(=O)NCC2CCCN(C3CS(=O)(=O)C[C@H]3O)C2)cc1 (some centres not stated),-30.2
Cc1conc1NC(=O)CSc1nc(-c2cccs2)cc(C(F)(F)F)n1,-11.4
CC(C)(C)NS(=O)(=O)c1ccc2c(c1)Cc1cc(S(=O)(=O)NC(C)(C)C)ccc1-2,-11.4
Cc1noc2nc(-c3ccco3)cc(C(=O)N3CSCC3C(=O)NCc3ccccc3)c12 (configuration not stated),-1.2
Cc1nc(NCCN2CCc3ccccc3C2)c2cnn(C)c2n1,-12.3
COc1cccc(C2NC(=S)NC(C)=C2C(N)=O)c1 (configuration not stated),-4.7
COc1nn(C)cc1C(=O)Nc1nc2ccc3nc(SC)sc3c2s1,-11.1
c1ccc(-c2cn3cccnc3n2)cc1,-2.6
CO[C@H]1CN(C(=O)Cc2ccc(N3CCNC3=O)cc2)CC[C@H]1N,-11.2
CCCN1C2OC(C3OC4C(O3)N(CCC)S(=O)(=O)N4CCC)OC2N(CCC)S1(=O)=O (configuration not stated),-3.4
O=C(O)c1ccccc1S(=O)(=O)Nc1ccc(OC(F)(F)F)cc1,7.8
Cn1c(=O)c2ccccc2n2c(CN3CCCC3c3cccc(F)c3)nnc12 (configuration not stated),6.1
COc1ccc(-c2cc(C(F)(F)F)nc(S(C)(=O)=O)n2)cc1,3.5
CCN1CC2=C(OC3(O)CCN(CC)CC3C2c2ccccc2)/C(=C/c2ccccc2)C1 (configuration not stated),-7.3
Oc1oc(-c2ccc(Br)cc2)nc1C=Nc1ccc(Br)cn1,-3.7
COc1ccccc1OC1CN(c2nccc(N3CCCC(O)C3)n2)C1 (configuration not stated),-9.8
COc1ccc(CC(C#N)C=Nc2ccc(C)cc2)cc1 (configuration not stated),-7.7
Cc1nccn1-c1ccccc1CNc1cccc(F)c1C#N,-24.0
Cc1cc(C(=O)N(C)Cc2ncnn2C)c(C)n1C(C)C,0.7
Cc1cnn(CCc2nc(-c3cc(Br)cs3)no2)c1,-6.0
CCOC(=O)c1nn(-c2cccc(C(F)(F)F)c2)c2nc(CC)c(C#N)c(=O)n12,-23.0
CCOC(=O)c1ccc2c(c1)sc(=NC(=O)c1ccc3ncsc3c1)n2CC(=O)OC,-5.1
Cc1nn(C)c(Cl)c1CNCC1(c2ccc(F)cc2)CCCC1,-10.5
CN(Cc1ccc2nsnc2c1)Cc1cnn(C)c1C1CC1,-8.4
Cc1nc(-c2cc(C)n(CC(=O)NC(C)C3CC3)c2C)cs1 (configuration not stated),-3.6
C#CCNS(=O)(=O)c1cccc(C(=O)N2CCCS2(=O)=O)c1,-3.9
O=C(Cc1ccccc1)N1CCCC(OCc2cc(F)ccc2F)C1 (configuration not stated),-7.1
O=C(Cn1nc([N+](=O)[O-])nc1Br)NC1CCCCC1,-16.7
c1ccc2oc(N3CCN(Cc4ccc(-c5ccn[nH]5)o4)CC3)nc2c1,6.2
CC(=O)Nc1cccc(-c2n[nH]c(Cc3ccccc3)n2)c1,-26.1
COC(=O)Cn1c(=O)c2c(nc3n2CCN3c2ccc(Cl)cc2)n(C)c1=O,2.6
Cn1c(-n2ncc(NCC(c3ccccc3Cl)N3CCCC3)c(Cl)c2=O)nc2ccccc21 (configuration not stated),-4.7
CCCCc1ncc(CN2CCCC(C(=O)Nc3ccc(-c4cscn4)cc3)C2)[nH]1 (configuration not stated),-3.5
Cc1csc(C2CCCCN2C(=O)C2CCCN(Cc3ccccc3)C2)n1 (configuration not stated),0.6
O=C(CCc1ccc2c(c1)OCCO2)NCc1ccc(C(=O)N2CCOCC2)cc1,4.0
